UCHL1 inh: inhibitors of human UCHL1 deubiquitinase; Ubiquitin carboxyl-terminal hydrolase isozyme L1 (Homo sapiens), P09936; purified UCHL1, Ub-rhodamine cleavage fluorescence; inhibition, % at 20 µM; 47,000 tested, 0.2% active
Target sequence (P09936 whole entry, looked up): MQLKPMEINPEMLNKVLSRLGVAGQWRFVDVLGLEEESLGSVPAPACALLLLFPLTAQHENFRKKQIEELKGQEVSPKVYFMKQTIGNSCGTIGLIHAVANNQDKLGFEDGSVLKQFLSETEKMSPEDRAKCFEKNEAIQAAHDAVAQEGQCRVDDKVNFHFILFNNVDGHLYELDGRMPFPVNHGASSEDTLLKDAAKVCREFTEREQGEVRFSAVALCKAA
USP7 block: inhibitors of human USP7 deubiquitinase; purified USP7, Ub-rhodamine cleavage fluorescence; Ubiquitin carboxyl-terminal hydrolase 7 (Homo sapiens), Q93009; inhibition, % at 20 µM; AID 1645854, 2021; 47,000 tested, 0.3% active
OTUD3 block: inhibitors of human OTUD3 deubiquitinase. OTU domain-containing protein 3 (Homo sapiens), Q5T2D3. purified OTUD3, Ub-rhodamine fluorescence, 2 h. inhibition, % at 25 µM. 47,000 tested, 0.7% active. AID 1645858, 2021
USP8 inh: inhibitors of human USP8 deubiquitinase | AID 1645853, 2021 | Ubiquitin carboxyl-terminal hydrolase 8 (Homo sapiens), P40818 | 47,000 tested, 4.2% active | purified USP8, Ub-rhodamine cleavage fluorescence, 30 min | inhibition, % at 20 µM
USP10 inh: inhibitors of human USP10 deubiquitinase. purified USP10, Ub-rhodamine fluorescence, 60 min. inhibition, % at 20 µM. 47,000 tested, 1.1% active
Target sequence (Q14694 whole entry, looked up): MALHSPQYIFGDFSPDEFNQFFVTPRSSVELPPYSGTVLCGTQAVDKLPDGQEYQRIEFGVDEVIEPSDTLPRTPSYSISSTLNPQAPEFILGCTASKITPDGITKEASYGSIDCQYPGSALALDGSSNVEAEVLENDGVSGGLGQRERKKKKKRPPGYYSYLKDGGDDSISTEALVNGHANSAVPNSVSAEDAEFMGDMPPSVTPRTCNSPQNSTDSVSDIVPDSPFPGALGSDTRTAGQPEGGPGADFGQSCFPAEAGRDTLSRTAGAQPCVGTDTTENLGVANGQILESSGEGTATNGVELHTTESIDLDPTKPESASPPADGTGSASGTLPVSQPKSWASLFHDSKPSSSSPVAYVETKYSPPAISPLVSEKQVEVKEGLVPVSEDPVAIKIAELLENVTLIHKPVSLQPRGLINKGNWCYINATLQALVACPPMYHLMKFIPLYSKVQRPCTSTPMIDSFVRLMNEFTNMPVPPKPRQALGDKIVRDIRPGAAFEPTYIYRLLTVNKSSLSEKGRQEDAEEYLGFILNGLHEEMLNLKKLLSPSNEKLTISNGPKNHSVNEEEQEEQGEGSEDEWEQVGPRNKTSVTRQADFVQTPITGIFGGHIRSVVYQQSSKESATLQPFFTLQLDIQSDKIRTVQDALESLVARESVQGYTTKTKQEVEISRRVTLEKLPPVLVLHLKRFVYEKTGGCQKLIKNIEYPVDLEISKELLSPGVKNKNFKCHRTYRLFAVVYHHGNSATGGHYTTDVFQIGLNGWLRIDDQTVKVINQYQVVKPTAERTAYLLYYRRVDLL
USP30 block: inhibitors of human USP30 deubiquitinase; AID 1645860, 2021; purified USP30, Ub-rhodamine cleavage fluorescence; Ubiquitin carboxyl-terminal hydrolase 30 (Homo sapiens), Q70CQ3; inhibition, % at 25 µM; 47,000 tested, 5.3% active
USP28 inh: inhibitors of human USP28 deubiquitinase | Ubiquitin carboxyl-terminal hydrolase 28 (Homo sapiens), Q96RU2 | purified USP28, Ub-rhodamine cleavage fluorescence, 30 min | inhibition, % at 25 µM | 47,000 tested, 3% active
USP17 block: inhibitors of human USP17 deubiquitinase. Ubiquitin carboxyl-terminal hydrolase 17-like protein 5 (Homo sapiens), A8MUK1. purified USP17, Ub-rhodamine cleavage fluorescence, 3 h. inhibition, % at 50 µM. 47,000 tested, 6.5% active
* hit, by the source's call. No stated cut-off is given here; in the data, active means inhibition above about 30%; inactive means the rest.

How did CS(=O)(=O)c1ccc(N2CCCN(C(=O)C3CC3)CC2)cc1 do in these assays?
UCHL1 inh: 0; USP7 block: 8; OTUD3 block: 13; USP8 inh: 17; USP10 inh: 0; USP30 block: 2; USP28 inh: 10; USP17 block: 15

How did O=C(Cn1cnc(S(=O)(=O)N2CCCC2)c1)N1CCCN(Cc2ccc(F)cc2)C1 do in these assays?
UCHL1 inh: -1; USP7 block: -2; OTUD3 block: -2; USP8 inh: 3; USP10 inh: 1; USP30 block: 6; USP28 inh: 0; USP17 block: 0

Results for CNc1nc2c(c(=O)n1C)CN(S(=O)(=O)c1ccc(C(C)(C)C)cc1)CC2 ?
UCHL1 inh: -2; USP7 block: -2; OTUD3 block: -14; USP8 inh: -14; USP10 inh: -1; USP30 block: -6; USP28 inh: -11; USP17 block: -17

Results for Nc1nonc1C(=O)N1CCC(c2c(C(=O)N3CCOCC3)sc3ccccc23)C1 (stereo not drawn) ?
UCHL1 inh: 2; USP7 block: -5; OTUD3 block: 6; USP8 inh: 7; USP10 inh: -2; USP30 block: 7; USP28 inh: 7; USP17 block: 4

Results for O=C(Nc1nnc(-c2cccc([N+](=O)[O-])c2)o1)C1CCN(S(=O)(=O)c2ccc(Cl)cc2)CC1 ?
UCHL1 inh: 4; USP7 block: 4; OTUD3 block: 16; USP8 inh: -271; USP10 inh: 21; USP30 block: 20; USP28 inh: 12; USP17 block: 10

What do the screens show for `CCOC(=O)CC1C(=O)NCCN1S(=O)(=O)c1ccc(C)cc1` (stereo not drawn)?
UCHL1 inh: 0; USP7 block: 0; OTUD3 block: 2; USP8 inh: 4; USP10 inh: -1; USP17 block: 3

How did Cc1ccc(CCNC(=O)c2cc(Nc3ccccc3)nc3ccccc23)cc1 do in these assays?
UCHL1 inh: 0; USP7 block: -3; OTUD3 block: -10; USP8 inh: -11; USP10 inh: 1; USP30 block: -35; USP28 inh: -9; USP17 block: 9

Results for O=c1[nH]c(=O)n(-c2ccc(F)cc2)c2c1CN(Cc1ccco1)CN2 ?
UCHL1 inh: -2; USP7 block: 1; OTUD3 block: -2; USP8 inh: -1; USP10 inh: 2; USP30 block: -1; USP28 inh: -2; USP17 block: -2

How did Cn1cc(N2CCC3(CCN(Cc4cccnc4)CC3)C2=O)cn1 do in these assays?
UCHL1 inh: 0; USP7 block: 2; OTUD3 block: 2; USP8 inh: -108; USP10 inh: 1; USP30 block: -1; USP28 inh: -8; USP17 block: -21

Results for CC(C)(C)c1cc2nc3c(c(=O)n2[nH]1)CN(Cc1ccccn1)CC3 ?
UCHL1 inh: 2; USP7 block: 3; OTUD3 block: 0; USP8 inh: -278; USP10 inh: -1; USP30 block: -2; USP28 inh: 1; USP17 block: -24

How did CC(CCC(=O)NCC(=O)O)C1CCC2C3CCC4C[C@H](O)CC[C@]4(C)C3C[C@H](O)[C@]12C (stereo partly drawn) do in these assays?
UCHL1 inh: -2; USP7 block: -1; OTUD3 block: -21; USP8 inh: 3; USP10 inh: 9; USP30 block: 3; USP28 inh: -12; USP17 block: -1

How did COc1cccc(S(=O)(=O)N2CC[C@H]3COC(=O)N(C)[C@@H]3C2)c1 do in these assays?
UCHL1 inh: -1; USP7 block: -2; OTUD3 block: 0; USP8 inh: -54; USP10 inh: 0; USP30 block: 14; USP28 inh: 4; USP17 block: 3

Pulled by structure from the entries so far, 2 records:
Results for CNc1nc2c(c(=O)n1C)CN(S(=O)(=O)c1ccc(C(C)(C)C)cc1)CC2 ?
UCHL1 inh: -2; USP7 block: -2; OTUD3 block: -14; USP8 inh: -14; USP10 inh: -1; USP30 block: -6; USP28 inh: -11; USP17 block: -17

Results for Nc1nonc1C(=O)N1CCC(c2c(C(=O)N3CCOCC3)sc3ccccc23)C1 (stereo not drawn) ?
UCHL1 inh: 2; USP7 block: -5; OTUD3 block: 6; USP8 inh: 7; USP10 inh: -2; USP30 block: 7; USP28 inh: 7; USP17 block: 4

More records follow.
Results for CC(=O)NC(Cc1ccccc1F)C(=O)NC1CCN(C(=O)Nc2ccccc2F)CC1 (stereo not drawn) ?
UCHL1 inh: 0; USP7 block: -1; OTUD3 block: 8; USP8 inh: 10; USP10 inh: 0; USP30 block: 13; USP28 inh: 11; USP17 block: 1

Results for CNC(=O)[C@@H]1C[C@@H]2CN(Cc3ccc4ccccc4c3)CCN2[C@@]12C(=O)Nc1ccccc12 ?
UCHL1 inh: 0; USP7 block: -3; OTUD3 block: -21; USP8 inh: -14; USP10 inh: -1; USP30 block: -26; USP28 inh: -22; USP17 block: -18

Results for c1ccc2c(CNCC3CCNCC3)cccc2c1 ?
UCHL1 inh: 1; USP7 block: 3; OTUD3 block: 16; USP8 inh: -1; USP10 inh: 2; USP30 block: 21; USP28 inh: 13; USP17 block: 1

What do the screens show for `O=C(Cc1ccc(Cl)cc1)N1CCc2nc3ncccc3cc2C1`?
UCHL1 inh: -12; USP7 block: -14; OTUD3 block: -37; USP8 inh: 13; USP10 inh: -9; USP30 block: -137; USP28 inh: -28; USP17 block: 13

Results for COc1ccc(NC(=O)Nc2ccc3nc4n(c(=O)c3c2)CCCC4)cc1OC ?
UCHL1 inh: 5; USP7 block: 6; OTUD3 block: 6; USP8 inh: 2; USP10 inh: 6; USP30 block: 12; USP28 inh: 31*; USP17 block: 4

Results for CC1CCN(C(=O)Cn2c(-c3nc(-c4ccccc4)no3)cccc2=O)CC1 ?
UCHL1 inh: 7; USP7 block: -19; OTUD3 block: 8; USP8 inh: -14; USP10 inh: -1; USP30 block: 4; USP28 inh: 6; USP17 block: 4

How did Cc1cnc(-c2nccnc2C2CCCN(Cc3ccccn3)C2)[nH]1 (stereo not drawn) do in these assays?
UCHL1 inh: -2; USP7 block: 0; OTUD3 block: -10; USP8 inh: -20; USP10 inh: 0; USP30 block: -8; USP28 inh: -7; USP17 block: -11

Results for Cc1ccccc1S(=O)(=O)NCc1cnc(C2CCCCO2)nc1 (stereo not drawn) ?
UCHL1 inh: 1; USP7 block: 3; OTUD3 block: 15; USP8 inh: 10; USP10 inh: 1; USP30 block: 21; USP28 inh: 13; USP17 block: 9

Results for Cc1sc(NC(=O)CN2CCOCC2)nc1-c1ccc2c(c1)CCN2C(=O)C(C)C ?
UCHL1 inh: -2; USP7 block: -22; OTUD3 block: -7; USP8 inh: -35; USP10 inh: -5; USP30 block: -30; USP28 inh: 0; USP17 block: -8

How did Cc1nn(-c2cccc(F)c2)c2c1C(C(=O)c1ccc(Cl)s1)CC(=O)N2 (stereo not drawn) do in these assays?
UCHL1 inh: 0; USP7 block: -22; OTUD3 block: -10; USP8 inh: -13; USP10 inh: 3; USP30 block: 50*; USP28 inh: 0; USP17 block: 23

How did CS(=O)(=O)N1CCC2(CC1)C(=O)NCN2C(=O)Cc1cccc(Cl)c1 do in these assays?
UCHL1 inh: 4; USP7 block: 7; OTUD3 block: 15; USP8 inh: -229; USP10 inh: 1; USP30 block: 0; USP28 inh: 0; USP17 block: -14

How did COc1ccc(Cn2c(CO)cnc2SCC(=O)Nc2cc(C)ccc2C)cc1 do in these assays?
UCHL1 inh: 2; USP7 block: -4; OTUD3 block: 1; USP8 inh: 6; USP10 inh: 1; USP30 block: -7; USP28 inh: -2; USP17 block: -11

Part of the list above in order of length of the SMILES, low to high:
How did CS(=O)(=O)c1ccc(N2CCCN(C(=O)C3CC3)CC2)cc1 do in these assays?
UCHL1 inh: 0; USP7 block: 8; OTUD3 block: 13; USP8 inh: 17; USP10 inh: 0; USP30 block: 2; USP28 inh: 10; USP17 block: 15

Results for CC1CCN(C(=O)Cn2c(-c3nc(-c4ccccc4)no3)cccc2=O)CC1 ?
UCHL1 inh: 7; USP7 block: -19; OTUD3 block: 8; USP8 inh: -14; USP10 inh: -1; USP30 block: 4; USP28 inh: 6; USP17 block: 4

Results for Cc1sc(NC(=O)CN2CCOCC2)nc1-c1ccc2c(c1)CCN2C(=O)C(C)C ?
UCHL1 inh: -2; USP7 block: -22; OTUD3 block: -7; USP8 inh: -35; USP10 inh: -5; USP30 block: -30; USP28 inh: 0; USP17 block: -8

(next part)
Results for CC(C)=CCOc1ccc(CC#N)cc1 ?
UCHL1 inh: 0; USP7 block: -17; OTUD3 block: -13; USP8 inh: 3; USP10 inh: 4; USP30 block: 6; USP28 inh: 1; USP17 block: -14

Results for CC(=O)N1CCc2[nH]c3ccc(C(=O)NC4CCN(Cc5ccccc5)CC4)cc3c2C1 ?
UCHL1 inh: 0; USP7 block: 1; OTUD3 block: -3; USP8 inh: -18; USP10 inh: -4; USP30 block: -24; USP28 inh: 11; USP17 block: -3

Results for O=C(c1ccc2c(c1)CCC2)N1CCCC(c2ccncn2)C1 (stereo not drawn) ?
UCHL1 inh: 4; USP7 block: 0; OTUD3 block: 5; USP8 inh: 1; USP10 inh: 0; USP30 block: 17; USP28 inh: 1; USP17 block: 2

Results for Cc1onc(-c2c(Cl)cccc2Cl)c1C(=O)Nc1ccc(Br)cn1 ?
UCHL1 inh: 2; USP7 block: 4; OTUD3 block: 2; USP8 inh: 4; USP10 inh: 9; USP30 block: 5; USP28 inh: 0; USP17 block: -5

What do the screens show for `Cc1cc(C(=O)N2CCCC2c2ccnc(=O)[nH]2)c2c(C)noc2n1` (stereo not drawn)?
UCHL1 inh: 0; USP7 block: 1; OTUD3 block: 0; USP8 inh: 8; USP10 inh: -4; USP30 block: -15; USP28 inh: 0; USP17 block: -3

Results for O=C(Nc1ccc2c(c1)OCO2)[C@H]1C[C@@H]2CN(Cc3cccnc3)C[C@H]1O2 ?
UCHL1 inh: -1; USP7 block: -1; OTUD3 block: 0; USP8 inh: -12; USP10 inh: 2; USP30 block: -15; USP28 inh: 1; USP17 block: -2

What do the screens show for `CC(=O)c1cc(-c2ccc(F)cc2)n(CCC(=O)Nc2cccc(C)n2)c1C`?
UCHL1 inh: 3; USP7 block: 0; OTUD3 block: 0; USP8 inh: 1; USP10 inh: 0; USP30 block: 8; USP28 inh: 5; USP17 block: 4

Results for COc1ccc(OCC(O)CNC(=O)Nc2ccc(F)cc2)cc1 (stereo not drawn) ?
UCHL1 inh: 1; USP7 block: -5; OTUD3 block: 12; USP8 inh: 1; USP10 inh: 2; USP30 block: 30; USP28 inh: 17; USP17 block: 4

How did COc1cccc(C(=O)Nc2nc(-c3ccc4c(c3)NC(=O)C(C)O4)c(C)s2)c1 (stereo not drawn) do in these assays?
UCHL1 inh: 2; USP7 block: -6; OTUD3 block: 0; USP8 inh: -8; USP10 inh: 1; USP30 block: 0; USP28 inh: 0; USP17 block: -9

Results for Cn1cncc1-c1nnc([C@H]2CCN(Cc3ccc(CO)o3)C2)o1 ?
UCHL1 inh: 0; USP7 block: 0; OTUD3 block: 11; USP8 inh: 20; USP10 inh: -2; USP30 block: 0; USP28 inh: 6; USP17 block: -6

What do the screens show for `Cc1ccc(NC(=O)Cn2cc(C(=O)c3ccccc3)c(=O)c3cc(C)ccc32)cc1`?
UCHL1 inh: 0; USP7 block: 32*; OTUD3 block: -1; USP8 inh: 83*; USP10 inh: 44*; USP30 block: 12; USP28 inh: 7; USP17 block: 20

How did O=C(NCCCN1CCOCC1)c1[nH]nc2c1CCc1ccccc1-2 do in these assays?
UCHL1 inh: 0; USP7 block: -4; OTUD3 block: -1; USP8 inh: 0; USP10 inh: 3; USP30 block: 4; USP28 inh: 3; USP17 block: 0

What do the screens show for `N#Cc1ccc(C(=O)NCCn2c(-c3ccccc3)nc3cccnc32)cc1`?
UCHL1 inh: -14; USP7 block: -14; OTUD3 block: -60; USP8 inh: -41; USP10 inh: -6; USP30 block: -274; USP28 inh: -88; USP17 block: -67

What do the screens show for `NCCC(=O)N1CCCC2(Cc3ccccc3CN2C(=O)c2ccccc2)C1` (stereo not drawn)?
UCHL1 inh: 0; USP7 block: -37; OTUD3 block: 10; USP8 inh: -106; USP10 inh: 1; USP30 block: 24; USP28 inh: 5; USP17 block: -15

How did Cc1ccc2c(c1)C(=O)N(CC(=O)N1CCC(C(N)=O)CC1)CC1(CCOCC1)O2 do in these assays?
UCHL1 inh: -1; USP7 block: 0; OTUD3 block: -3; USP8 inh: -10; USP10 inh: 2; USP30 block: -3; USP28 inh: -6; USP17 block: -16

How did Cc1cccc(NC(=O)c2nc(N3CCSCC3)c3cnn(C)c3n2)c1 do in these assays?
UCHL1 inh: 6; USP7 block: 5; OTUD3 block: 5; USP8 inh: 4; USP10 inh: 3; USP30 block: 19; USP28 inh: 11; USP17 block: 64*

Results for C=C1C(=O)O[C@@H]2C(=O)O[C@@H](CC)[C@H]12 ?
UCHL1 inh: 3; USP7 block: 2; OTUD3 block: 7; USP8 inh: 1; USP10 inh: -3; USP30 block: 22; USP28 inh: 12; USP17 block: 9

How did O=C(/C=C/c1ccc(Cl)cc1)Nc1nnc(C2CC2)s1 do in these assays?
UCHL1 inh: 1; USP7 block: 6; OTUD3 block: 16; USP8 inh: 6; USP10 inh: 1; USP30 block: 17; USP28 inh: 9; USP17 block: 4

High-throughput results (PubChem)
